# Bioassay records as filed in PubChem BioAssay.
# FadD28 binding = blocks FadD28 binding to the bisubstrate probe. fluorescence polarization. inhibition, % at 12.5 µM. 360,000 tested, 0.22% active; in the data active = inhibition above about 8.5%, passing the limit was not always enough; inconclusive = no clear call, values can overlap the other calls
# BoNT-F LC inh = blocks Botulinum neurotoxin F light chain protease | 360,000 tested, 0.22% active | Multiplex microsphere protease cleavage assay, flow cytometry | inhibition, % at 10 µM; in the data active = inhibition above about 35%, passing the limit was not always enough; inconclusive = no clear call, values can overlap the other calls; note: plate controls were buffer without enzyme for full effect and enzyme alone for no effect
# PrPC surface inh = cell surface PrPC inhibition, primary TR-FRET screen. TR-FRET read-out. 370,000 tested, 0.43% active. inhibition, % at 13.8 µM. P04156; in the data active = inhibition above about 24%; note: 0% = median of the test wells and 100% = reference compound wells
# BoNT-A LC inh2 = blocks Botulinum neurotoxin A light chain protease. multiplex microsphere protease substrate cleavage, flow cytometry. inhibition, % at 10 µM. 360,000 tested, 0.17% active. AID 588499; note: plate controls were buffer without enzyme for full effect and enzyme alone for no effect
# TcdB GH inh = blocks C. difficile toxin B glycohydrolase activity. 350,000 tested, 0.24% active. TcdB glycohydrolase enzymatic assay, plate reader. inhibition, % at 9.99 µM. AID 652162; in the data active = inhibition above about 10%
# Yp Topo-I inh = Y. pestis Topo-I inhibition via cleavage products; activity, % at 10 µM; 360,000 tested, 0.064% active; AID 504884; Y. pestis Topo-I cleavage product accumulation, plate reader; in the data active = activity above about 50%, passing the limit was not always enough; inconclusive = no clear call, values can overlap the other calls; note: inactives centre near 2
# PfHsp40 rescue = compounds rescuing yeast from Plasmodium falciparum HSP40 toxicity | S. cerevisiae expressing PfHsp40, growth rescue, ATP luminescence | growth rescue, % at 12.5 µM | 340,000 tested, 0.68% active | AID 504582; in the data active = growth rescue above about 28%, passing the limit was not always enough; inconclusive = no clear call, values can overlap the other calls;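 note: yeast W303a lacking pdr1 and pdr3 grown in galactose medium; growth measured after three days at 30 °C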
# Anthrax LF prot = inhibitors of Bacillus anthracis lethal factor protease; P15917; inhibition, % at 10 µM; multiplex microsphere protease cleavage assay, LF; 360,000 tested, 0.12% active; AID 588501; note: plate controls were buffer without enzyme for full effect and enzyme alone for no effect
# Target sequence (P15917 whole entry, looked up): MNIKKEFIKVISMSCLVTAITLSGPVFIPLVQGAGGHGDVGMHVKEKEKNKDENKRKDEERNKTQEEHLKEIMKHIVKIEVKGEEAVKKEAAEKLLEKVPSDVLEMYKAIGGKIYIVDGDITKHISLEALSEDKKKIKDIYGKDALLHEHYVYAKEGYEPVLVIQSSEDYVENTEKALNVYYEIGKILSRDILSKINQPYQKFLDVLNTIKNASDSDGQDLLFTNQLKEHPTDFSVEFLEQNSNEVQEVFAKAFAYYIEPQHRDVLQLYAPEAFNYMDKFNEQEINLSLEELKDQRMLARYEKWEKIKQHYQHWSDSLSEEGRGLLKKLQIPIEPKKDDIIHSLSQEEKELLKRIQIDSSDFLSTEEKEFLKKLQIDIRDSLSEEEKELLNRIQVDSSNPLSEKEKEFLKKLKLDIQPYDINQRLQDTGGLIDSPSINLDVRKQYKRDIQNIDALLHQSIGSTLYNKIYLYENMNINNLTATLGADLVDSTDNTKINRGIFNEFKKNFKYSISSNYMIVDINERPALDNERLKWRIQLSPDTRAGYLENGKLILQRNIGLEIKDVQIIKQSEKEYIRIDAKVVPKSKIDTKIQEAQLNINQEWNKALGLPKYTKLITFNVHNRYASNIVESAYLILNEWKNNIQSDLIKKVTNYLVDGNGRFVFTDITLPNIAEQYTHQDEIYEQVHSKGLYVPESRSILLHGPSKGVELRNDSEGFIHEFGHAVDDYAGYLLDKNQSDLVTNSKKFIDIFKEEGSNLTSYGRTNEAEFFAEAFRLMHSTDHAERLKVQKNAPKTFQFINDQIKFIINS
# CCHF vOTU inh = CCHFV vOTU protease inhibition | Pep-AMC fluorescence | inhibition, % at 11.5 µM | 370,000 tested, 0.55% active | AID 651958; in the data active = inhibition above about 30%; note: 0% = vehicle wells with enzyme and 100% = no enzyme wells
# Active calls of the source: *; ? = inconclusive; . = no result given. Cut-off read from the data, not from the text of the source, unless noted: active = inhibition above about 30%; inconclusive = no clear call, values can overlap the other calls; inactive = below that.
SMILES,FadD28 binding,BoNT-F LC inh,PrPC surface inh,BoNT-A LC inh2,TcdB GH inh,Yp Topo-I inh,PfHsp40 rescue,Anthrax LF prot,CCHF vOTU inh
CCN(CC)C(=S)Nc1ccc(OC(F)F)cc1,-0.6,-2,3,-1.1,-1.0,1,-1.5,-4,-15
COc1ccc(C(=O)C2CCN(C(=S)NCCc3ccccc3)CC2)cc1,-4.6,0,-3,-0.2,0.7,30,1.7,-5,-5
CC1(C)Cc2c(sc(NC(=O)COc3ccc(Cl)cc3Cl)c2C(N)=O)C(C)(C)N1,-0.7,-10,-4,-4.6,1.5,-5,1.2,2,-7
COc1ccc2[nH]c3c(N4CCc5ccccc5C4)ncnc3c2c1,-0.9,?,20,-0.7,2.8,-13,-0.3,7,-14
CN(C)S(=O)(=O)c1cccc(NC(=O)c2ccc(NS(=O)(=O)c3cccs3)cc2)c1,0.4,-5,10,-1.2,-0.7,-7,-0.4,-2,2
O=C(Nc1cccc(OC(=O)c2ccc(Br)o2)c1)c1ccccc1,-2.6,-1,-3,-2.0,-0.3,10,-2.4,-1,10
COC(=O)c1sc(N)c(C(=O)OC)c1COC(=O)C12CC3CC(CC(O)(C3)C1)C2,-1.3,-2,-3,-1.4,0.5,1,-0.6,-4,12
Cc1ccc(NC(=O)c2cccc(S(=O)(=O)N3CCCC3)c2)nc1,-1.7,1,5,3.1,1.9,-1,-1.1,2,5
Cc1ccc(-c2cc(C(=O)N/N=C/C=C/c3ccccc3)n[nH]2)o1,-6.0,-4,-5,-0.3,1.5,6,0.5,-1,-3
O=C(Cc1ccc(Cl)cc1)Nc1cccnc1,0.0,?,-4,?,-0.1,10,0.5,13,-14
CCOC(=O)c1[nH]c2ccc(OC)cc2c1NC(=O)OC,-2.0,-8,-3,-0.6,.,3,0.5,0,-18
COC(=O)c1ccc(CN2C(=O)NC3(CCCCC3)C2=O)cc1,0.2,6,-2,-0.7,-4.7,9,-2.3,2,1
Cc1cccc(NC(=O)c2sc3nc(C)nc(N4CCOCC4)c3c2C)c1,-0.9,0,-6,-0.5,-1.1,20,.,-1,-1
O=C(CN(C(=O)c1csnn1)c1cccc(C(F)(F)F)c1)NCCc1ccccc1,-2.7,-2,6,0.0,-0.3,6,0.0,-3,11
COc1ccc2nc(SCC(=O)Nc3ccc4sc(C)nc4c3)c(C#N)cc2c1,-1.5,4,-5,-0.9,.,-1,-0.3,-3,-7

# Ordered by molar mass (largest number first): 3 of the compounds above.
SMILES,FadD28 binding,BoNT-F LC inh,PrPC surface inh,BoNT-A LC inh2,TcdB GH inh,Yp Topo-I inh,PfHsp40 rescue,Anthrax LF prot,CCHF vOTU inh
O=C(CN(C(=O)c1csnn1)c1cccc(C(F)(F)F)c1)NCCc1ccccc1,-2.7,-2,6,0.0,-0.3,6,0.0,-3,11
COc1ccc(C(=O)C2CCN(C(=S)NCCc3ccccc3)CC2)cc1,-4.6,0,-3,-0.2,0.7,30,1.7,-5,-5
CCN(CC)C(=S)Nc1ccc(OC(F)F)cc1,-0.6,-2,3,-1.1,-1.0,1,-1.5,-4,-15

# Next section
SMILES,FadD28 binding,BoNT-F LC inh,PrPC surface inh,BoNT-A LC inh2,TcdB GH inh,Yp Topo-I inh,PfHsp40 rescue,Anthrax LF prot,CCHF vOTU inh
COc1ccc(C(=O)Nc2c3c(nn2-c2ccc(Cl)cc2)CS(=O)(=O)C3)cc1,-1.8,8,-10,1.3,0.9,2,-1.1,0,8
CCOc1ccc(C2CC(=O)N(Nc3ccc([N+](=O)[O-])cc3[N+](=O)[O-])C2=O)cc1 (stereo not given),-3.3,-6,-26,-0.3,0.0,-11,1.8,-7,-2
CC(Sc1ccccn1)C(=O)Nc1ccccc1 (stereo not given),-2.9,0,0,0.5,.,7,1.1,-4,-19
COc1ccc(NC(=S)Nc2cccc3ccccc23)cc1OC,-2.5,-1,2,4.0,-0.1,1,0.6,-2,-3
Cc1c(C(=O)OCC(=O)NCc2ccco2)oc2ccccc12,-2.4,-10,-3,-2.0,-0.5,4,0.3,2,2
COc1cccc(N2CCN(C(=O)CC(NC(=O)c3ccccc3)c3ccccc3)CC2)c1 (stereo not given),-1.0,-8,-5,-0.5,0.8,25,0.1,12,9
CSc1ccc(CNC(=O)C2CCC(=O)N(CCc3ccc(Cl)cc3)C2)cc1 (stereo not given),-5.3,0,2,-0.4,-0.7,11,.,-3,2
Cc1ccc(CCNC(=O)C2CCC(=O)N2CCc2ccccc2)cc1 (stereo not given),-3.1,9,6,-2.3,1.4,-13,-1.0,-3,-5
CCn1c(=N)n(CC(=O)C(C)(C)C)c2ccccc21,-1.9,-12,-2,-0.8,1.6,8,-0.1,-1,-2
Cc1ccccc1N(C(=O)Cc1cccs1)C(C(=O)NCC1CCCO1)c1cccnc1 (stereo not given),-1.8,-6,3,-0.1,.,0,-0.3,-1,-7
Cc1cc(C)c(S(=O)(=O)N/N=C/c2ccc3c(c2)OCO3)c(C)c1,-2.2,-29,6,-2.7,0.2,10,-0.4,10,7
COc1cc(Cl)c(CN2CCCC(CO)(Cc3ccccc3F)C2)cc1OC (stereo not given),-2.6,?,13,-1.0,-11,8,1.4,-16,14
C[C@H]1CCC[C@@]2(O[C@H](CCO)C[C@H](O)[C@H]2O)O1,-1.3,-5,1,0.5,1.1,-2,-1.1,2,-4
N#CC1=C2N=C(N)c3ccccc3N2C2=C(C(=O)CCC2)C1c1cccc(Cl)c1 (stereo not given),-0.8,-2,-5,0.2,-0.5,-2,0.6,-12,1
COc1ccc(C(=O)C2CCCN(Cc3cn[nH]c3-c3ccc(F)cc3)C2)cc1OC (stereo not given),-2.9,1,-3,0.1,0.7,9,-1.6,-2,-5
COc1ccc(NC(=O)C2(C)CCN2C(=O)c2ccccc2CCc2ccccc2)cc1OC (stereo not given),-0.8,7,7,-0.5,1.1,6,.,0,5
O=C(CSc1nncc2ccccc12)N1CCCCC1,-1.4,-12,6,-1.6,-0.9,1,-1.1,-9,-10
CCCN1CCC(=O)N(CCSc2ccc(OC)cc2)CC1,-0.2,-3,0,0.5,2.6,2,-1.7,-3,-3
CN(C)c1nc(N)nc(CSc2nnnn2-c2ccc(C(=O)O)cc2)n1,-2.0,1,-6,0.2,.,-1,-1.0,2,-6
CN(C(=O)CSc1nc2ccc([N+](=O)[O-])cc2s1)C1CCS(=O)(=O)C1 (stereo not given),-3.1,-1,-37,-0.4,1.2,-4,0.5,5,-8
O=C1c2cccc3c(N4CCOCC4)c([N+](=O)[O-])cc(c23)C(=O)N1c1cccc2ccccc12,-1.6,-10,4,-0.9,0.4,-8,0.0,-2,3
COc1cc(C2N(c3ccc(F)cc3)C(=O)C3CCCN32)cc(OC)c1OC (stereo not given),-0.5,3,0,0.3,0.3,-11,-1.2,-1,3
COC(=O)CN1C(=O)C2(OCCCO2)c2cc(Br)ccc21,0.4,4,2,0.1,1.7,2,-0.4,0,13
COCCn1c(SCC(=O)NCCCN2CCCC2=O)nc2sc3c(c2c1=O)CCCC3,-2.5,2,-2,1.6,0.4,23,-0.4,0,-3
CN(Cc1ccccc1)C(=O)c1[nH]cnc1C(=O)N[C@@H](Cc1ccccc1)C(=O)OCc1ccccc1,-1.4,-1,.,0.2,.,3,1.1,-2,.
CCCN1C2CCCC1CC(NC(=O)c1ccc(F)cc1)C2 (stereo not given),-0.2,-5,-6,-0.1,.,-2,0.0,6,13
CCC1CCCCN1C(=O)COC(=O)c1cccs1 (stereo not given),-3.7,9,-4,2.6,0.7,1,-0.5,-8,-2
CC(=O)N(c1ccc(Br)cc1)C1C=CS(=O)(=O)C1 (stereo not given),-1.5,5,6,0.1,0.4,-3,-0.3,-7,-4
CCOc1ccc(CNC(c2ccccc2)c2ccccc2)cc1,-2.4,-11,-1,0.2,1.2,17,-2.6,17,3
O=C(OCc1cn([C@@H]2C[C@H](c3ccccc3)N(C(=O)c3cccs3)C[C@H]2O)nn1)c1ccccc1,-1.2,-1,-2,0.0,1.4,37,.,-8,4
COc1ccc(N(C)S(=O)(=O)c2cccc(C(=O)NC3CCC(C)CC3)c2)cc1 (stereo not given),-0.2,-4,20,-0.6,2.3,36,1.4,-4,-2
Cc1nc2ccccc2c(=O)n1-c1ccc(F)cc1F,0.3,-2,5,0.0,0.1,1,-0.7,-3,1
O=C(CCl)Nc1c[nH]c(=O)[nH]c1=O,-4.1,-1,-2,-0.7,1.2,4,0.1,-1,-12
COc1ccc(C(=O)NC2CC2)cc1OC1CCN(C(C)CSC)CC1 (stereo not given),-4.8,-2,1,0.3,-0.9,-5,-1.3,-4,-16
O=C(Cn1cc(C(F)(F)F)ccc1=O)Nc1ccc(N2CCOCC2)cc1,-3.3,-8,0,-0.6,0.6,0,0.6,-5,-16
O=c1c2c3c(sc2[nH]c(=S)n1Cc1ccco1)CCC3,2.8,-4,8,-0.4,2.3,-4,1.1,2,-4
COc1ccc2[nH]c(C)c(CCNc3ccc(C(F)(F)F)cc3[N+](=O)[O-])c2c1,-2.7,-8,-9,-1.5,.,-5,-0.5,-6,12
Cn1c(=O)c2c(nc(N3CCC(C(N)=O)CC3)n2CCSc2nc3ccccc3s2)n(C)c1=O,-0.5,4,2,0.6,1.2,7,-2.1,-7,-4
COC(=O)/C(C#N)=C/c1c(N2CCN(c3ccc(OC)cc3)CC2)nc2c(C)cccn2c1=O,0.6,?,0,-0.9,-0.3,35,-0.9,-15,-13
CC(CCc1ccco1)N(C)S(=O)(=O)c1csc(C(N)=O)c1 (stereo not given),-2.7,-7,-2,-0.8,2.0,-2,-0.1,-3,2
COc1cccc(N(CC(=O)NCCSc2ccccc2)S(C)(=O)=O)c1,-3.7,-8,1,-0.5,.,11,-0.3,0,5
Nc1nn(-c2ccccc2)c(N)c1N=Nc1ccc2c(c1)OCO2,1.2,-10,-15,-1.8,.,4,1.3,-2,5
Cc1cccc(C(O)c2ncc(-c3ccc(C(F)(F)F)cc3)[nH]2)c1C (stereo not given),-1.4,-1,26*,-0.5,-5.4,-6,.,-9,12
O=C(c1cc2c(c(-c3cccc(-c4ccncc4)c3)n1)[C@H](CCO)N(C(=O)c1ccc3c(c1)OCO3)C2)N1CCOCC1,.,0,-3,0.4,0.6,.,.,-2,5
CSCCC(NC(=O)c1ccco1)C(=O)N(C)CC(=O)Nc1ccccc1Br (stereo not given),-0.4,-10,-2,-3.2,0.7,9,1.9,-2,13
O=C(NC1C2CCCC1CN(C1CC1)C2)c1ccc(Cl)cc1 (stereo not given),1.3,?,-7,?,-0.2,1,-1.5,0,16
COc1cc(C(=O)Nc2ccc(N3CCOCC3)cc2)ccc1OCc1c(C)noc1C,-3.4,-6,-9,1.4,.,1,-0.6,-2,-10
CCOC(=O)N/N=C/c1c(C)nn(-c2ccccc2Cl)c1Cl,-4.4,-4,2,-0.9,.,-2,0.5,-3,-23
Cc1ccc(OCCn2cc(C=O)c3ccccc32)cc1,2.4,22,12,-0.4,1.0,-4,4.8,15,6
COC(OC)C12c3ccccc3C(c3ccccc31)C1C(=O)N(c3cccnc3)C(=O)C12 (stereo not given),1.3,4,-3,-0.2,1.7,4,-1.3,1,-11
O=C(Cc1ccc([N+](=O)[O-])cc1)Nc1ccc(C(=O)N2CCOCC2)cc1,0.2,-6,1,-0.6,-0.2,-9,1.0,11,0
COc1cc2c(cc1OC)C(c1cccc(Br)c1)NC(=O)C2 (stereo not given),-1.3,-2,6,2.4,1.0,5,-1.7,-13,-1
Cc1c(NP(=O)(C(C)(C)C)C(C)(C)C)c(=O)n(-c2ccccc2)n1C,-2.9,-1,8,0.2,0.5,0,-1.2,-6,-6
Cn1c(O)c(C=Nc2cccc(C(F)(F)F)c2)c(=O)n(C)c1=O,-2.5,?,11,0.1,1.1,-5,-2.2,5,13

# Given with two lines to a compound: entries from further up.
# Every second line gives: FadD28 binding | BoNT-F LC inh | PrPC surface inh | BoNT-A LC inh2 | TcdB GH inh | Yp Topo-I inh | PfHsp40 rescue | Anthrax LF prot | CCHF vOTU inh
O=C(Cc1ccc([N+](=O)[O-])cc1)Nc1ccc(C(=O)N2CCOCC2)cc1
→ 0.2 | -6 | 1 | -0.6 | -0.2 | -9 | 1.0 | 11 | 0
Cc1ccc(OCCn2cc(C=O)c3ccccc32)cc1
→ 2.4 | 22 | 12 | -0.4 | 1.0 | -4 | 4.8 | 15 | 6
Cc1c(NP(=O)(C(C)(C)C)C(C)(C)C)c(=O)n(-c2ccccc2)n1C
→ -2.9 | -1 | 8 | 0.2 | 0.5 | 0 | -1.2 | -6 | -6

# The order is random; about 2.3% have a hit in one of these screens.
